LYP phosphatase: inhibitors of LYP phosphatase, biochemical, fluorescence intensity, uHTS (AID 1779) | recombinant LYP phosphatase, fluorescence intensity; higher % means a stronger effect | Tyrosine-protein phosphatase non-receptor type 22 (Homo sapiens) | one-dose inhibition, % at 11.5 µM; IC50 in µM for titrated hits | 290,000 tested, 0.054% active;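 note: plate controls were vehicle with enzyme for no effect and no enzyme for full effect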
SIAH1 antagonists: Siah-1 peptide-binding antagonists, primary screen, biochemical, fluorescence polarization, rhodamine-plectin, uHTS (AID 1817). Siah-1 / rhodamine-plectin peptide fluorescence polarization; higher % means a stronger effect. displacement, % at 20 µM; hits with a dose series show IC50 in µM. 290,000 tested, 0.02% active;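 active = displacement of at least 50% at 20 µM, with a fluorescence ratio check between 0.3 and a set limit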;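 note: plate controls were Siah plus tracer with DMSO for no effect and tracer alone without Siah for full effect; strong numbers were not always called active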
Myeloid diff 2: induction of myeloid progenitor differentiation, primary screen, cell-based, flow cytometry, MLPCN library; calls only at 10 µM; 360,000 tested, 1% active; ER-HoxA9 myeloid progenitors, lysozyme-GFP differentiation;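 active = normalized GFP-positive differentiation at or above the plate's own cutoff, the solvent-only control mean plus 3 SD; inconclusive = no clear call, values can overlap the other calls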;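 note: cells exposed to compound for four days before flow analysis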
HEK293 NOD2/NF-kB: NOD2 signaling inhibitors, cell-based, luminescence, uHTS, HEK293 (AID 1566); HEK293 NOD2/NF-kB luciferase reporter, luminescence; higher % means a stronger effect; inhibition, % at 4 µM; hits with a dose series show EC50 in µM; 290,000 tested, 0.63% active; note: many of its hits are not listed in these tables
Dengue-2 NS5 capping: Dengue-2 NS5 methyltransferase inhibitors, primary screen, biochemical, confirmation dose response (AID 588689) | Genome polyprotein (Dengue virus type 2 (strain 16681-PDK53)) | inhibition, % at 25 µM, or IC50 in µM where a hit was titrated | 340,000 tested, 0.3% active | Dengue-2 NS5 methyltransferase capping enzyme assay, biochemical; higher % means a stronger effect; in the data active = a potency from the dose series; inconclusive = inhibition above about 29% without an active follow-up result
AID2073: inhibitors of Mint1-CaV2.2 protein interaction, biochemical, HTRF (AID 2073) | Voltage-dependent N-type calcium channel subunit alpha-1B (Homo sapiens) | HTRF protein-protein interaction, Mint1-CaV2.2; higher % means a stronger effect | inhibition, % at 20 µM; hits with a dose series show IC50 in µM | 290,000 tested, 0.19% active; in the data active = inhibition mostly above about 51%, no sharp cut-off; inconclusive = no clear call, values can overlap the other calls; inactive = mostly below about 53%; note: some results filed as inactive read as strong as hits
XIAP antagonists: XIAP antagonists, biochemical, IAP family, fluorescence polarization (AID 1018); XIAP BIR domain, fluorescence polarization peptide displacement; higher % means a stronger effect; one-dose displacement, % at 20 µM; IC50 in µM for titrated hits; 200,000 tested, 0.007% active; in the data active = displacement above about 50%; note: a part of the inactive calls stands beside numbers as strong as those of hits
Hep lipid drop: inhibitors of hepatocyte lipid droplet formation, primary screen, imaging, high-throughput imaging, BODIPY stain | AML12 mouse hepatocytes, oleate lipid droplets | 240,000 tested, 0.4% active | inhibition, % at 6.5 µM | AID 1656, 2009;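 active = lipid droplet intensity inhibited by at least 50%, with more than 500 cells counted; inconclusive = wells with under 300 cells, treated as cytotoxic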
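Test system: AML12 mouse liver cells; schedule: overnight exposure; technique: high-content imaging of BODIPY-stained droplets and DAPI nuclei; read-out: % inhibition of corrected integrated BODIPY droplet signal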
HIV peptide binding: inhibitors of HIV fusion peptide binding, primary screen, biochemical, uHTS, fluorescence dequenching (AID 1986) | cell-free peptide binding, fluorescence dequenching, 30 min; higher % means a stronger effect | 290,000 tested, 0.3% active | inhibition, % at 20 µM; hits with a dose series show IC50 in µM; in the data active = inhibition mostly above about 52%, no sharp cut-off; inactive = mostly below about 76%; note: some results filed as inactive read as strong as hits
Hep lipid drop cells 6.5 µM: also measured in Hep lipid drop; calls as there; cell count; measured here: cell count, cytotoxicity flag;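 cells counted across two imaged fields per well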
Dengue-2 NS5 capping pilot replicate: further read-out of Dengue-2 NS5 capping, marked with its call; inhibition, %; measured here: pilot screen replicate inhibition
Myeloid diff 2 GFP+ MAC1+ %: further read-out of Myeloid diff 2, marked with its call; GFP+ MAC1+ double positive, %; measured here: differentiation confirmed by MAC1 staining
* marks the source's active call; other numbers are inactive results; i = inactive; ? = inconclusive; / = no result given; + = active, no number. Cut-off read from the data, not from the text of the source, unless noted: active = inhibition above about 50%; inactive = the rest. Some of the compounds tested; rates above refer to the full screens.

SMILES	LYP phosphatase	SIAH1 antagonists	Myeloid diff 2	Myeloid diff 2 GFP+ MAC1+ %	HEK293 NOD2/NF-kB	Dengue-2 NS5 capping	AID2073	XIAP antagonists	Hep lipid drop	Hep lipid drop cells 6.5 µM	HIV peptide binding	others
COc1cccc(CC(=O)N2CCCC(CCC(=O)N3CCN(c4ccccn4)CC3)C2)c1 (centres undefined)	-1%	3%	i	0.5	6%	-3%	2%	-3.6%	-39	681	-1.4%
CCNc1nc(NCC)n2c(SCC(=O)O)nnc2n1	-4%	8%	i	1.0	5%	2%	16%	-4.2%	15	778	0.8%
C/C=C(/C)C(=O)Nc1cccc(C2=NOC3(C2)C[C@@H](C(N)=O)N(C(=O)[C@H]2CCC(=O)N2)C3)c1 (some centres undefined)	-10%	13%	i	1.7	1%	-6%	-2%	/	-3	731	-0.3%
CC1CCCCC1NC(=O)c1ccc(CSc2nc3ccncc3[nH]2)cc1 (centres undefined)	-1%	-7%	i	1.1	-2%	-2%	-5%	-5.4%	0	739	-2.2%
CC(C)Sc1nc2c(cnn2-c2ccc(Cl)cc2)c(=O)[nH]1	-5%	0%	i	0.5	16%	-5%	12%	/	/	/	4.0%
O=C(Nc1ccc(C(=O)N2CCCc3ccccc32)cc1)c1cccs1	-3%	7%	i	0.4	3%	1%	9%	/	10	792	-2.2%
Cc1ccc2oc(C(=O)N3CCN(Cc4ncccc4C)CC3)c(C)c2c1	-7%	2%	i	0.6	15%	0%	11%	/	4	818	0.1%
Cc1oc(C)c2c(=O)ccc3c(c12)OC(N)=C(C#N)C3c1ccccc1Cl (centres undefined)	10%	4%	+	1.7*	12%	-44%	-12%	-2.6%	/	/	0.8%
Cc1ccccc1-n1c(SC(C)C(N)=O)nnc1-c1cccnc1 (centres undefined)	-10%	-3%	i	7.8	14%	0%	4%	-1.6%	/	/	-2.7%
C/C(=N\NC(=O)c1ccccc1)c1ccccc1Br	-6%	4%	i	0.6	-29%	7%	-1%	-0.5%	2	636	2.4%
O=c1cc(-c2ccccc2)nc(SCc2ccccc2F)[nH]1	-6%	5%	i	0.7	6%	-2%	23%	1.4%	1	683	0.3%
CCN(CC)C(=O)C(=O)Nc1ccc(OCc2ccccc2)cc1	6%	2%	i	0.3	-18%	/	0%	-0.3%	1	702	-1.4%
CCOC(=O)NC1(Nc2cccc(Cl)c2)Oc2ccccc2O1	5%	-7%	i	0.4	0%	2%	-40%	-4.9%	14	661	22%
Cc1ccc(S(=O)(=O)c2ccc(Oc3cccc(C)c3)cc2)cc1	-6%	-5%	i	0.5	-2%	-4%	2%	-1.9%	/	/	-1.0%
COc1ccc(-c2nonc2NC(=O)c2oc3ccccc3c2C)cc1OC	-6%	-4%	i	1.4	18%	-2%	11%	/	12	782	2.4%
O=C(NCc1cccnc1)c1cc(Sc2ccc(F)cc2F)nc2ccccc12	-5%	4%	i	0.0	34%	-3%	1%	-14%	5	692	0.8%
CCN(CC)c1ccc(/C=N/N2CCOCC2)cc1	-1%	5%	i	2.0	-48%	-3%	-14%	-1.6%	-6	617	-1.8%
CC(O)(CS(=O)(=O)c1ccc(Br)cc1)c1ccccc1 (centres undefined)	-9%	0%	i	0.7	-14%	-3%	9%	/	-1	401	-1.7%
COc1ccc2[nH]cc(CCNC(=O)COc3ccc4ccc(=O)oc4c3)c2c1	-8%	1%	i	3.1	11%	-7%	-4%	/	-9	767	1.2%
Cn1ncc([N+](=O)[O-])c1C(=O)Nc1ccn(Cc2ccccc2F)n1	-6%	0%	i	1.0	-29%	-2%	3%	2.3%	/	/	-2.4%

Random excerpt: three records from the list, in no set order.
SMILES	LYP phosphatase	SIAH1 antagonists	Myeloid diff 2	Myeloid diff 2 GFP+ MAC1+ %	HEK293 NOD2/NF-kB	Dengue-2 NS5 capping	AID2073	XIAP antagonists	Hep lipid drop	Hep lipid drop cells 6.5 µM	HIV peptide binding	others
COc1ccc(-c2nonc2NC(=O)c2oc3ccccc3c2C)cc1OC	-6%	-4%	i	1.4	18%	-2%	11%	/	12	782	2.4%
COc1ccc2[nH]cc(CCNC(=O)COc3ccc4ccc(=O)oc4c3)c2c1	-8%	1%	i	3.1	11%	-7%	-4%	/	-9	767	1.2%
O=C(Nc1ccc(C(=O)N2CCCc3ccccc32)cc1)c1cccs1	-3%	7%	i	0.4	3%	1%	9%	/	10	792	-2.2%

The listing picks up; the two compounds before the break are reprinted first.
SMILES	LYP phosphatase	SIAH1 antagonists	Myeloid diff 2	Myeloid diff 2 GFP+ MAC1+ %	HEK293 NOD2/NF-kB	Dengue-2 NS5 capping	AID2073	XIAP antagonists	Hep lipid drop	Hep lipid drop cells 6.5 µM	HIV peptide binding	others
COc1ccc2[nH]cc(CCNC(=O)COc3ccc4ccc(=O)oc4c3)c2c1	-8%	1%	i	3.1	11%	-7%	-4%	/	-9	767	1.2%
Cn1ncc([N+](=O)[O-])c1C(=O)Nc1ccn(Cc2ccccc2F)n1	-6%	0%	i	1.0	-29%	-2%	3%	2.3%	/	/	-2.4%
CCC(C(=O)NC1CC1)n1nc(C)c2c(C)n(-c3ccccc3)nc2c1=O (centres undefined)	-14%	5%	i	0.2	18%	-15%	-14%	/	-4	675	1.5%
CC1Sc2ccc(S(=O)(=O)CCC(=O)NC(C)c3ccccc3)cc2NC1=O (centres undefined)	-5%	7%	i	1.4	4%	-6%	5%	/	-33	773	-0.4%
C=CCn1cccc(C(=O)Nc2ccc(SC)cc2)c1=O	0%	0%	i	0.8	6%	-5%	24%	/	-1	823	-1.4%
COc1ccc(-c2nnc(OC)c3ccccc23)cc1	-2%	2%	i	0.7	2%	1%	10%	/	-4	785	0.4%	Dengue-2 NS5 capping pilot replicate=0.0
CCn1cc(C(=O)N2CCCC2)c(=O)c2cc(S(=O)(=O)N(C)C)ccc21	-4%	5%	i	1.1	10%	-4%	-2%	-3.8%	/	/	0.0%
CC1CCN(CCCNC(=O)C2CCCN(c3ncnc4c3nc3n4CCCCC3)C2)CC1 (centres undefined)	-4%	1%	i	3.9	13%	-8%	13%	/	37	662	-0.2%
O=C(CN(Cc1ccccc1)C(=O)CNS(=O)(=O)c1ccccc1)NCC1CCCO1 (centres undefined)	-10%	-4%	i	0.7	-9%	-3%	5%	/	-3	774	0.5%
COC(=O)C(=C/C(C)=C/c1cccs1)C(=O)OC	-3%	6%	i	0.5	-168%	-2%	-1%	-2.1%	-5	647	-1.3%
CCCc1cc(=O)[nH]c(SCCc2ccccc2)n1	-4%	2%	i	0.4	-1%	0%	19%	/	-1	859	-1.5%
Cc1ccc(C)c(NC(=O)c2ccc(S(=O)(=O)C(F)F)cc2)c1	-1%	-1%	i	0.6	4%	-5%	6%	-5.0%	8	657	2.1%
CCN(CC)CCNC(=O)c1cc2c(=O)n(C)c3ccccc3c2s1	-1%	4%	i	0.5	-20%	1%	13%	/	-4	826	1.3%
CC1(C)C(=O)Nc2ccccc2N1C(=O)COc1ncnc2ccccc12	-14%	-2%	i	2.2	13%	3%	-2%	-1.8%	/	/	-4.8%
C(=N\N1CCN(C2c3ccccc3-c3ccccc32)CC1)/c1cccnc1	-8%	1%	i	0.5	7%	6%	-27%	-5.4%	/	/	-5.8%
CCc1ccc(NC(=O)c2cccc(C(=O)Nc3ccc(CC)cc3)n2)cc1	-3%	-4%	i	0.0	9%	-3%	19%	/	-11	816	-0.2%
COCCn1c(CN2CCC(Cc3ccccc3)CC2)nc2c1c(=O)n(C)c(=O)n2C	-3%	10%	i	1.1	36%	-3%	0%	-2.7%	0	632	-1.3%
Cc1ccc(-n2[nH]c(C)c(/C=N/c3cccc(C)n3)c2=O)cc1	-2%	13%	i	0.8	1%	0%	10%	/	2	747	-1.1%
CCOc1ccccc1C1N=C(c2ccc(OC)cc2)CC(c2ccccc2O)N1 (centres undefined)	0%	8%	i	0.5	-34%	-7%	16%	-8.9%	9	682	-3.2%
Cc1cc(C)cc(C(=O)NCCC(=O)N2CCC3(CC2)NCCc2[nH]cnc23)c1	-8%	-4%	i	5.2	3%	-3%	0%	/	1	749	2.0%
O=C(CCn1c(=O)oc2ccccc21)NCc1cccs1	-6%	0%	i	6.0	19%	-2%	9%	-5.9%	-33	738	-1.4%
Cc1c(NC(=O)CN2CCN(c3ccc([N+](=O)[O-])cc3)CC2)c(=O)n(-c2ccccc2)n1C	-2%	-3%	/	/	-3%	-3%	2%	-6.7%	16	681	-1.8%
Cc1cc(-c2csc(N)n2)c(C)n1CCC(C)C	-1%	4%	i	0.7	11%	34%	22%	-4.2%	15	768	-2.9%
CCOc1cc(Br)ccc1S(=O)(=O)N1CC(C)OC(C)C1 (centres undefined)	-2%	-4%	i	0.8	12%	-2%	-5%	-7.0%	0	770	1.2%
O=C(COC(=O)c1ccc(NS(=O)(=O)c2ccc(Br)s2)cc1)NC1CCCC1	1%	0%	i	0.5	26%	3%	8%	-4.2%	-6	648	9.5%
CC(=O)Nc1ccc(S(=O)(=O)N2CCSC2c2ccc(Cl)cc2)cc1 (centres undefined)	0%	22%	i	1.5	6%	-8%	0%	-0.2%	/	/	1.6%
CC(=O)Nc1ccc(NC(=O)C2CCC(CNS(=O)(=O)c3cccc4nsnc34)CC2)cc1 (centres undefined)	-6%	1%	i	0.2	-8%	4%	9%	-6.9%	3	665	-3.1%
CC(=O)c1cccc(NC(=O)Cc2cccs2)c1	-1%	3%	i	0.2	1%	-3%	4%	-11%	/	/	-0.2%
CCOc1ccccc1C(=O)N1CCN(c2cccc(Cl)c2)CC1	1%	3%	i	23	-14%	-7%	-4%	-2.3%	?	/	-3.1%
CC(C)c1nc(C#N)c(NN)o1	-9%	6%	i	0.4	0%	-1%	-9%	/	6	781	-3.8%
CSc1nc2ccccc2n1CC(=O)Nc1c(C)cccc1C	-5%	-12%	i	1.0	13%	-6%	7%	-2.0%	55*	709*	-1.6%
CC1=C(C(=O)N2CCOCC2)C(c2cc(C)cs2)NC(=O)N1 (centres undefined)	5%	-7%	i	3.2	7%	?	-1%	0.1%	5	730	-1.5%
CN=C1SC(CC(=O)Nc2sc(C)c(C)c2C(=O)OC)C(=O)N1C (centres undefined)	-6%	6%	i	3.9	1%	-3%	-1%	-3.0%	/	/	-1.3%
CSc1cccc(NC(=S)N2CCCN(Cc3ccccc3F)C2)c1	-1%	2%	i	0.3	7%	-9%	5%	-6.4%	-2	687	-2.0%
N#CC1=C(N)Oc2ccc3ccc(O)cc3c2C1c1cccnc1 (centres undefined)	-4%	0%	i	1.0	15%	0%	8%	0.1%	/	/	5.0%
COC(=O)c1ccccc1NC(=O)CN1C(=O)C2CCCN2c2ncc(Cl)cc21 (centres undefined)	5%	-4%	/	/	-4%	/	38%	-18%	6	639	1.4%

Assay outcomes from PubChem.
